OXTR potentiate = human OXTR potentiation; CHO-OTR cells, Fluo-8 calcium fluorescence, potentiator mode; 0% = oxytocin EC15, 100% = EC100; activation, % at 3 µM; actives 0.061% (n = 320,000);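 active = activation above that plate's cutoff, the mean activation of tested compounds plus 3 SD, cut at about 6.6% in these data, passing the limit was not always enough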;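 also: 100% uses oxytocin at 75 nM as the full agonist control; some results filed as inactive read as strong as hits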
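Assay system: CHO cell line stably expressing human OTR | Also added: Oxytocin at about EC15, sub-maximal agonist stimulus | Times: Compound 6 min at room temperature before oxytocin, 100 s read | Measured by: Fluo-8 intracellular calcium fluorescence, ex 470-495, em 515-575 nm | Controls: EC15 oxytocin alone as 0%, 75 nM oxytocin as 100%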
OXTR agonist = activates the human oxytocin receptor. CHO-OTR cells, Fluo-8 calcium fluorescence; normalized: DMSO 0%, oxytocin 100%. activation, % at 3 µM. actives 0.32% (n = 320,000). AID 2435;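 active = activation above the mean of all tested compounds plus 3 SD, cutoff set per screening run, cut at about 20% in these data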;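 also: peak over basal fluorescence ratio from a 100 s FLIPR kinetic read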
MEKK2wt PB1 HTS = raises or lowers MEK5 binding to wildtype human MEKK2 PB1 domain. Q9Y2U5. bead flow cytometry, Alexa488-MEK5 binding to MEKK2 WT; actives lie on both sides. binding response (% of control), % at 10 µM. actives 1.1% (n = 290,000); in the data active = binding response below about 67% or above about 130%
GalR3 antagonist = antagonists of human GalR3; O60755; HEK293 GalR3-CNG cAMP membrane potential fluorescence; galR3 body fused to GalR1 C-terminus; inhibition, % at 3 µM; actives 0.44% (n = 360,000); AID 651719;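 active = inhibition above the screen-wide average plus 3 SD, cut at about 13% in these data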;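 also: forskolin and galanin both at EC90 stimulate the cells; cAMP rise reported by CNG channel membrane potential dye signal; 0% = forskolin plus galanin with DMSO and 100% = forskolin alone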
Target sequence (O60755 1-299 limits assumed): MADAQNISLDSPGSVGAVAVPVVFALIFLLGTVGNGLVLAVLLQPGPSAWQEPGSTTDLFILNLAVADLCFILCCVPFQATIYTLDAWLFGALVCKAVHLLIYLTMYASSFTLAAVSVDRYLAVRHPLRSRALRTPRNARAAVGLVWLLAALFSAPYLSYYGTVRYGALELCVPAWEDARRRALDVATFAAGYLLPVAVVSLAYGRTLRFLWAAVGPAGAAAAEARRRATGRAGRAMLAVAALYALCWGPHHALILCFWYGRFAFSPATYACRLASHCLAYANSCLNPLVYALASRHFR
V1R ag counter = activates human V1a receptor in oxytocin agonist counter-screen; P37288; CHO-V1R cells, Fluo-8 calcium fluorescence, agonist mode; 0% DMSO, 100% 3 nM vasopressin; activation, % at 3 µM; actives 0.25% (n = 320,000);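 active = activation above the mean activation of all tested compounds plus 3 SD, per screening run, cut at about 20% in these data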;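 also: signal is peak over basal fluorescence ratio across a 100 second FLIPR read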
Target sequence (P37288 whole entry, looked up): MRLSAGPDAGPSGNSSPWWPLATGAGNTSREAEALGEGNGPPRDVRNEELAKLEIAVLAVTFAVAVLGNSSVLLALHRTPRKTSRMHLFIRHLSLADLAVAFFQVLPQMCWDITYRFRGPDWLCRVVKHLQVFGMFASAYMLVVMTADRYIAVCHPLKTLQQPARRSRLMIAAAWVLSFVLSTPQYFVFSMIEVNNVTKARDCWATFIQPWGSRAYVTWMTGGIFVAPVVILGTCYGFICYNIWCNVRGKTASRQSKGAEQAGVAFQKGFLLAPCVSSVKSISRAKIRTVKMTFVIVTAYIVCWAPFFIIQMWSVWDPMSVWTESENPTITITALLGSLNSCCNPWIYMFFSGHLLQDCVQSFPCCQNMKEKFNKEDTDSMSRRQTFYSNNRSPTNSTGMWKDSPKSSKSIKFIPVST
GPR7 antag = antagonists of human GPR7 (neuropeptides B/W receptor 1) | GPR7-expressing cells, fluorescence antagonist assay | inhibition, % at 4.4 µM | actives 1.1% (n = 290,000); in the data active = inhibition above about 16%, passing the limit was not always enough;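 also: cells stimulated with the agonist NPW; 0% = agonist with vehicle and 100% = vehicle without agonist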
Target sequence (P48145 whole entry, looked up): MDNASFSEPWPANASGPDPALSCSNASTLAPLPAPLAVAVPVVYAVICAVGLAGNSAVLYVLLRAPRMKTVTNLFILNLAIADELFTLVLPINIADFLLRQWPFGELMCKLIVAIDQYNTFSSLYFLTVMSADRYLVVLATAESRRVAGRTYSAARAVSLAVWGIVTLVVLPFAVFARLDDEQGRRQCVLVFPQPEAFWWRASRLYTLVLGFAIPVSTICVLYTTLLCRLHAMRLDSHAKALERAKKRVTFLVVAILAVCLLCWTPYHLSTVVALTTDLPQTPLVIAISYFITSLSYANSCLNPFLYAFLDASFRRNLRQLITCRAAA
MEKK2mut PB1 HTS = signal of MEK5 binding to mutant human MEKK2 PB1 domain; percent response, % at 10 µM; bead flow cytometry, Alexa488-MEK5 binding to MEKK2 mutant; actives 0.35% (n = 290,000); AID 1530; in the data active = percent response above about 24%, passing the limit was not always enough; also: inactives centre near 1; some results filed as inactive read as strong as hits
NALP1 inh = NALP1 inhibition; S. cerevisiae NALP1/ASC/caspase-1 growth, X-gal OD620, 72 h; inhibition, % at 10 µM; actives 0.61% (n = 280,000); in the data active = inhibition mostly above about 24%, no sharp cut-off; inactive = mostly below about 32%; also: some compounds called inactive have numbers as strong as hits
M18AAP inhibitor = PfM18AAP enzyme inhibition. recombinant PfM18AAP, H-Glu-NHMec fluorogenic cleavage. inhibition, % at 7.35 µM. actives 1.2% (n = 290,000);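 active = inhibition above the campaign mean inhibition over all tested compounds plus 3 SD, cut at about 28% in these data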;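 also: 0% = plate median of test compound wells and 100% = 2 mM ZnCl2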
The depositor's hits bear a star; x = not tested or not shown.

SMILES | OXTR potentiate | OXTR agonist | MEKK2wt PB1 HTS | GalR3 antagonist | V1R ag counter | GPR7 antag | MEKK2mut PB1 HTS | NALP1 inh | M18AAP inhibitor
COc1ccc(S(=O)(=O)NCCC(=O)OCC(=O)c2ccc[nH]2)cc1[N+](=O)[O-] | -5 | 0.1 | x | -1 | 0.7 | x | x | x | x
COC(=O)c1ccccc1S(=O)(=O)N1CCC(C(=O)NCc2ccco2)CC1 | -4 | -0.1 | x | -5 | 0.1 | x | x | x | x
Cc1ccc(-n2nc3ccc(NC(=S)NC(=O)/C=C/c4ccco4)cc3n2)cc1 | -4 | -0.2 | 104 | -3 | 0.6 | -1 | 0 | 2 | 2
CCCOc1c(Cl)cc(C(=O)NC)cc1OC | -11 | -0.8 | 95 | 4 | -0.5 | -8 | -2 | 13 | -10
CCn1c(SCc2cc(=O)[nH]c3ccccc23)nnc1C1CC1 | -4 | 0.1 | 97 | -11 | 0.0 | -11 | -1 | 22 | 1
Cc1nnc(NC(=O)CSc2nnc(Cc3cccn3C)n2C)s1 | -1 | 0.4 | 102 | x | 0.2 | -10 | 2 | 14 | 2
COc1ccc(-n2c(-c3ccc(Cl)cc3)c[n+]3c2CCCCC3)cc1 | -4 | -0.9 | 101 | -5 | -0.6 | 4 | 4 | 17 | -8
COc1ccc(CCCC(=O)NCCc2ccccc2)cc1 | x | x | 109 | -7 | x | -1 | 3 | 13 | -9
CN(CC(=O)Nc1ccc(F)c(F)c1F)C(=O)c1ccc(=O)[nH]c1 | 0 | 0.5 | 103 | 6 | 0.3 | -3 | 15 | 2 | 4
COc1cccc(CN2CCN(C(=O)c3cc(-c4ccncc4)nc4ccc(C)cc34)CC2)c1 | 0 | 1.6 | 106 | -1 | 1.2 | -21 | 5 | 15 | 0
CS(=O)(=O)Nc1ccccc1C(=O)NCC1(N2CCCCC2)CCCCC1 | -8 | 0.0 | 88 | -8 | -0.4 | 6 | -7 | 18 | 1
NC(=O)c1ccccc1NC(=O)CCc1ccccc1 | -9 | 0.2 | 103 | x | 0.9 | -3 | -1 | 15 | -8
C=CCNC(=O)c1ccc(CNS(=O)(=O)c2ccc(NC(C)=O)cc2)cc1 | 4 | 0.8 | 102 | -3 | -0.8 | -7 | 7 | 16 | -4
O=C(N/C=C/n1cnc2cc(C(F)(F)F)ccc21)c1ccccc1 | -13 | -0.8 | 99 | -2 | -0.5 | -4 | -3 | 7 | -10
CC(=O)Oc1ccc(C2(C)CC(C)(C)NC(=S)N2C)c(OC(C)=O)c1 (configuration not stated) | -3 | 1.1 | 83 | -4 | 0.4 | -2 | -5 | 10 | -14
Cc1ccccc1-c1noc(-c2ccccc2C(=O)NCc2ccco2)n1 | 5 | -1.5 | 101 | -2 | -0.3 | -7 | 2 | 39* | -4
CS(=O)(=O)c1ccc(C(=O)Nc2cc(S(C)(=O)=O)ccc2Cl)cc1 | -7 | -0.6 | 109 | -2 | -0.9 | -9 | 5 | 15 | -8
Cc1ccc(S(=O)(=O)N2CCOCC2)c2nsnc12 | 0 | -0.3 | 97 | -5 | -0.2 | 1 | -2 | 3 | 3
Cc1cc(C)nc(NC(=O)c2ccc(Br)cc2)n1 | -1 | 1.1 | 105 | -11 | 0.6 | -1 | 3 | 10 | -8
CCOc1c2ccc(C(=O)NCc3ccco3)cc2nn1CCOC | -8 | 0.1 | 103 | -4 | 1.3 | -15 | 2 | -5 | 5
O=C(N/N=C(\CC(=O)c1cccs1)C(F)(F)F)c1cccnc1 | 4 | -0.3 | 110 | -2 | 1.0 | -7 | 2 | 20 | 1
Nn1c(Cc2cccc3ccccc23)nnc1SCC(=O)NC1CCS(=O)(=O)C1 (configuration not stated) | -8 | 0.1 | 98 | -2 | 0.8 | 2 | -4 | -3 | 1
Cc1ccc(N2C(=O)N3[C@H]4c5ccccc5OC[C@@H]4[C@@H](c4ccccc4)[C@@]3(C)C2=O)cc1 | -2 | 1.1 | 92 | x | 4.7 | 0 | -4 | 2 | 1
O=c1n(-c2ccccc2)c(=O)n2n1CCCC2 | -4 | 0.0 | 97 | -12 | -0.7 | -15 | -2 | -9 | -1
COc1ccc(C2Nc3ccccc3C(=O)N2C2CCCCC2)cc1 (configuration not stated) | -5 | -2.3 | 97 | -3 | -1.7 | 2 | -1 | -6 | -3
O=C(CSc1ccc(Cl)cc1)Nc1ccc(N2CCN(c3ccccc3)CC2)c(F)c1 | -10 | 0.0 | 102 | -2 | 1.0 | -9 | 4 | -4 | -5
COc1ccc(S(=O)(=O)NC(C)C(=O)NCc2ccncc2)cc1OC (configuration not stated) | -4 | 0.5 | 96 | -6 | 0.3 | -8 | -4 | 11 | -1
CC1CCCN(c2nc3c(c(=O)[nH]c(=O)n3C)n2CCSc2nc3ccccc3o2)C1 (configuration not stated) | -4 | 0.2 | 101 | x | 0.7 | -13 | -13 | 18 | -4
CCCNS(=O)(=O)c1ccc(OCC(=O)N2CCOCC2)cc1 | -2 | -0.8 | 88 | -2 | 1.6 | -15 | -5 | 0 | 3
Cc1occc1C(=O)N1CCCC(CO)(Cc2ccc(F)cc2F)C1 (configuration not stated) | -6 | 0.9 | 107 | -3 | 0.1 | 5 | 6 | 4 | 0
COc1ccc(C(=O)CN2CCN(c3ccc(F)cc3)CC2)cc1 | -10 | -0.1 | 110 | -10 | 0.8 | -5 | 3 | 14 | 15
COc1ccc(C(=O)CC(=O)C(=O)Nc2ccc(C)c(Cl)c2)cc1 | -16 | -0.9 | 95 | -9 | 0.4 | -1 | -3 | 24 | -15
COc1ccc(C2(c3ccc(OC)cc3)NC(=O)N(CC(=O)Nc3ccccc3)C2=O)cc1 | -10 | 4.8 | 94 | -8 | 3.0 | 2 | -6 | 11 | -3
O=C(CC1C(=O)NCCN1CC1CCCCC1)NCc1ccccc1Cl (configuration not stated) | -17 | -0.6 | 109 | -5 | 1.3 | 3 | -6 | 10 | -2
COc1ccccc1N(CC(=O)N(C)Cc1ccccc1)S(=O)(=O)c1cccs1 | -2 | -1.9 | x | 4 | -0.9 | x | x | x | x
COc1ccc(CCNC(=O)CCCCCn2c(SCC(N)=O)nc3cc4c(cc3c2=O)OCO4)cc1OC | -21 | -0.2 | 94 | 5 | 0.0 | -18 | -9 | 13 | 0
Cc1[nH]nc2c1C(c1ccc(O)cc1)C1=C(CC(C)(C)CC1=O)N2 (configuration not stated) | -13 | -0.4 | 101 | -6 | -0.6 | -10 | 12 | -52 | -3
COc1ccc(S(=O)(=O)N2CCC(C(=O)N3CCCC3)CC2)cc1Cl | -6 | 1.2 | 108 | -3 | 0.3 | -15 | 3 | 7 | 8
COC(=O)c1cc(C(=O)OC)cc(S(=O)(=O)Nc2ccc(Cl)c(N)c2)c1 | -3 | -1.4 | 101 | -4 | -0.8 | -14 | -6 | -8 | -5
Cc1cc(C(=O)Nc2nncs2)oc1C | -3 | 0.5 | 101 | -9 | 1.0 | -5 | 2 | 14 | 5
Cc1ccc(C2CC2c2n[nH]c(=S)n2-c2cccc(Cl)c2)cc1 (configuration not stated) | -3 | -1.6 | 98 | -3 | -0.8 | 1 | 0 | 17 | 3
O=C(Cn1c(=S)[nH]c2ccccc2c1=O)N1CCN(c2ccccc2)CC1 | -6 | 1.2 | 92 | -5 | 0.9 | 6 | -11 | 20 | -5
O=C(Nc1cc(Cl)cc(Cl)c1)C1CC(=O)N(C2CCCC2)C1 (configuration not stated) | -14 | 3.8 | x | -6 | 3.2 | x | x | x | x
CC(C)CC(NS(=O)(=O)c1ccc2[nH]c(=O)c(=O)[nH]c2c1)C(=O)O (configuration not stated) | -21 | 0.4 | 99 | -3 | 0.4 | -11 | -3 | 6 | 2
CCN(CC)S(=O)(=O)c1ccc(C(=O)N2CCN(CCN3C(=O)c4cccc5cccc(c45)C3=O)CC2)cc1 | -1 | -0.9 | x | x | 0.4 | 2 | x | -41 | -9
CSCCC(NC=C1C(=O)OC(C)(C)OC1=O)C(=O)O (configuration not stated) | 6 | 0.3 | 101 | -1 | 0.2 | 5 | 3 | 11 | 2
Cc1ccc(S(=O)(=O)NC2CCCCC2)c2nsnc12 | -7 | -2.4 | 94 | -6 | 0.3 | -7 | -2 | 31 | 1
N#CCN(N=Nc1ccccc1)c1ccccc1 | -4 | -1.6 | 110 | -8 | -0.8 | -2 | 4 | 10 | -2

Sorted by the number under MEKK2mut PB1 HTS (falling): 5 from the list above
canonical_smiles | MEKK2mut PB1 HTS
Cc1[nH]nc2c1C(c1ccc(O)cc1)C1=C(CC(C)(C)CC1=O)N2 (configuration not stated) | 12
CSCCC(NC=C1C(=O)OC(C)(C)OC1=O)C(=O)O (configuration not stated) | 3
Cc1ccc(S(=O)(=O)NC2CCCCC2)c2nsnc12 | -2
COC(=O)c1cc(C(=O)OC)cc(S(=O)(=O)Nc2ccc(Cl)c(N)c2)c1 | -6
O=C(Cn1c(=S)[nH]c2ccccc2c1=O)N1CCN(c2ccccc2)CC1 | -11

The listing picks up, repeating the 2 entries before the break.
SMILES | OXTR potentiate | OXTR agonist | MEKK2wt PB1 HTS | GalR3 antagonist | V1R ag counter | GPR7 antag | MEKK2mut PB1 HTS | NALP1 inh | M18AAP inhibitor
Cc1ccc(S(=O)(=O)NC2CCCCC2)c2nsnc12 | -7 | -2.4 | 94 | -6 | 0.3 | -7 | -2 | 31 | 1
N#CCN(N=Nc1ccccc1)c1ccccc1 | -4 | -1.6 | 110 | -8 | -0.8 | -2 | 4 | 10 | -2
CCN(CC)C(=O)CCCOc1ccc(Cl)cc1Cl | -6 | -1.3 | 105 | -5 | -0.7 | -4 | -6 | 16 | -2
CN(/N=C/c1cccnc1)c1cnn(-c2ccc(F)c(Cl)c2)c(=O)c1Cl | -5 | -0.9 | 95 | 0 | -0.2 | -9 | -4 | 0 | 1
CC(C)NC(=O)N(C)C[C@H]1Oc2c(cccc2N(C)C)C(=O)N([C@H](C)CO)C[C@@H]1C | 3 | 0.9 | x | -8 | 1.2 | x | x | x | x
Cc1nc(N/C(N)=N/S(=O)(=O)c2ccccc2)nc2ccccc12 | 0 | -0.7 | x | -7 | -0.2 | x | x | x | x
COCCCNC(=O)c1cn(C)c(=O)c2cc(OC)c(OC)cc12 | -8 | 1.7 | 100 | 0 | -0.3 | -7 | 4 | 11 | -12
Cc1ccc(Sc2nc(C)cc(C)c2S(C)(=O)=O)cc1 | -5 | -2.4 | 95 | 5 | -1.7 | -15 | -10 | 5 | -1
COc1ccc(CNC(=O)C(C)OC(=O)c2cccs2)cc1 (configuration not stated) | -12 | -0.8 | 103 | -7 | -0.7 | -6 | 3 | 6 | -9
CC1CN(C)C(C)C/C1=N/Oc1ccccc1[N+](=O)[O-] (configuration not stated) | -8 | 0.1 | 104 | 13* | 0.7 | 0 | -5 | -17 | 19
COc1ccc(N2CCN(C(CNC(=O)C(=O)NCC3CCCO3)c3ccco3)CC2)cc1 (configuration not stated) | -8 | 0.3 | 114 | 7 | 1.3 | -5 | 1 | 0 | -4
CNC(=O)C(=O)Nc1cc2c3c(c1)C(C)C(=O)N3CCC2 (configuration not stated) | -8 | 0.0 | 104 | -8 | 0.1 | -1 | 3 | 10 | 2
O=C(CN1c2ccccc2Sc2ccccc21)NNC(=O)Nc1ccc(Cl)cc1 | -5 | -2.0 | 94 | -2 | -0.8 | -13 | -15 | x | -5
